High-throughput results (PubChem BioAssay)
BaF3 parental: reduces parental Ba/F3 cell viability, JAK2V617F counter-screen | CellTiter-Glo ATP luminescence | inhibition, % at 5.6 µM | 220,000 tested, 1.1% active | AID 1486;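 active = inhibition above a per-campaign cutoff, the mean inhibition of all tested compounds plus 3 SD, cut at about 27% in these data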;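 note: 0% = DMSO wells and 100% = JAK Inhibitor I control wells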
NCF1 inh: blocks human p47phox regulatory protein of NADPH oxidases; P14598; p47phox/p22phox peptide binding, fluorescence polarization, 2 h; inhibition, % at 24.7 µM; 220,000 tested, 0.53% active; AID 1274;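 active = inhibition above about 30%, limit read from the data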;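 note: 0% = p47phox with labelled peptide and 100% = labelled peptide alone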
PPC-1+TRAIL kill: PPC-1 cancer cell killing with TRAIL present; PPC-1 cells + TRAIL, ATPLite viability luminescence; cell killing (% activity), % at 4 µM; 220,000 tested, 0.41% active;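 active = cell killing above 50% in the first pass at 4 µM, then a duplicate retest at 5 µM averaging 50% or more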;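 note: plate controls were cells with TRAIL plus DMSO for no effect and medium-only wells lacking cells for full effect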
Ba/F3 V617F tox: reduce viability of Ba/F3 cells dependent on JAK2V617F; 220,000 tested, 1.1% active; AID 1446; inhibition, % at 5.6 µM; Ba/F3 EpoR-JAK2V617F viability, ATP luminescence;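 active = inhibition above the campaign mean plus 3 SD over all tested compounds, cut at about 24% in these data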;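 note: cytokine-independent growth of Ba/F3 cells driven by EpoR plus mutant JAK2; 0% = DMSO-treated cells and 100% = JAK inhibitor I control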
TbHK1 inh: blocks Trypanosoma brucei hexokinase 1 activity | inhibition, % at 10 µM | recombinant TbHK1, G6PDH-coupled NADH A340 | 220,000 tested, 0.11% active;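 active = inhibition of 50% or more in the single-dose primary screen; inactive = inhibition below 50%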
p97 ATPase inh: human p97 ATPase inhibition | P55072 | recombinant p97 ATPase, Kinase-Glo ATP luminescence, 3 h | inhibition, % at 8 µM | 220,000 tested, 0.42% active | AID 1481; in the data active = inhibition above about 15%;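 note: 0% = DMSO vehicle and 100% = wells lacking enzyme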
Furin inh: human furin inhibition. AID 463115. inhibition, % at 30 µM. 220,000 tested, 0.061% active. purified furin, fluorogenic substrate cleavage. P09958; in the data active = inhibition above about 25%; note: inactives centre near -15
Target sequence (P09958 108-714 limits assumed): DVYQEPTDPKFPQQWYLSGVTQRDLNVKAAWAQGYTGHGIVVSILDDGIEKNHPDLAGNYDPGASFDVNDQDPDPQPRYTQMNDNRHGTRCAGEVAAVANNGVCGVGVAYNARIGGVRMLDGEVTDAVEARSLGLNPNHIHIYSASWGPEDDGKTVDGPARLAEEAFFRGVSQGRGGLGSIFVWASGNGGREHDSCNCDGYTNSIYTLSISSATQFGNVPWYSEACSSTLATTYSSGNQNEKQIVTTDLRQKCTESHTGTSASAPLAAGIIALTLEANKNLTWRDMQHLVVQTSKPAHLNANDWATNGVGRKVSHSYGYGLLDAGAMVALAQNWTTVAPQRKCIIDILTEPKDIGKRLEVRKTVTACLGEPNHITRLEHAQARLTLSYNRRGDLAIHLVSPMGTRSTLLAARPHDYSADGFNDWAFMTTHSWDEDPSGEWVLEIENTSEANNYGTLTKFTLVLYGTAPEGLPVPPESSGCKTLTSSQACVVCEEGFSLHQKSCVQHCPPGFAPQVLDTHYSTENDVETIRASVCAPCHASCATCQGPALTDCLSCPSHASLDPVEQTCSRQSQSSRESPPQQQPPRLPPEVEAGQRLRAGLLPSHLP
RBBP9 inhibitor: human RBBP9 hydrolase inhibition; recombinant RBBP9, FP-Rh probe fluorescence polarization; inhibition, % at 7.94 µM; 220,000 tested, 0.2% active;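 active = inhibition above the campaign mean of all tested compounds plus 3 SD, cut at about 14% in these data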;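 note: plate controls were DMSO wells with RBBP9 for no effect and wells lacking RBBP9 protein for full effect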
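Controls: DMSO-treated enzyme wells and wells lacking RBBP9 | Material: RBBP9 protein | Technique: Fluorescence polarization | Replication: Single well per compound, no replicates | Buffer or medium: Tris-NaCl-Pluronic buffer, pH 8.0 | Timing: 30 min compound preincubation, 45 min probe labeling, 25 °C | Read-out basis: Percent inhibition from mP, scaled between DMSO and no-protein wells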
EP2 antag: inhibitors of human EP2 prostaglandin E2 receptor | C6 glioma cells expressing human EP2, cAMP TR-FRET; cells stimulated with saturating PGE2 | inhibition, % at 25 µM | 260,000 tested, 0.52% active | AID 1422;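 active = percent inhibition above 40 after rounding to a whole number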;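 note: rat C6 glioma host cells with rolipram phosphodiesterase inhibitor present; the protocol text gives 20 µM as final concentration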
Target sequence (P43116 whole entry, looked up): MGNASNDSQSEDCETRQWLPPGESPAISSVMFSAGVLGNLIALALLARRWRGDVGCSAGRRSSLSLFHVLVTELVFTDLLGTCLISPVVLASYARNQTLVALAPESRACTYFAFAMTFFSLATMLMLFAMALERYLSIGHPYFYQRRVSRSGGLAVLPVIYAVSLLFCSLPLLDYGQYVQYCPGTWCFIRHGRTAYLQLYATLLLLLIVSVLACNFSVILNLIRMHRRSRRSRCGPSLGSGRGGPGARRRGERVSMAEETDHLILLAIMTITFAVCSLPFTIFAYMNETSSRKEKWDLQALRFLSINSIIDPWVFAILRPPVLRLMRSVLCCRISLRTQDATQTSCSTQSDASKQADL
Active calls of the source: *; x = not tested or not shown; & = joins results of further samples; [ ] = remark or other dose.

Values run as follows: PPC-1+TRAIL kill	Furin inh	Ba/F3 V617F tox	EP2 antag	p97 ATPase inh	NCF1 inh	TbHK1 inh	BaF3 parental	RBBP9 inhibitor
> O=S(=O)(c1ccc2ccccc2c1)N1CCN(Cc2ccccn2)CC1
  -3	-15	-7	5	4	1	2	1	6
> Clc1ccccc1-c1nnc2sc(-c3ccco3)nn12
  8	-22	5	9	-4	-6	0	9	-9
> CC(=O)N1CCc2cc(S(=O)(=O)CCC(=O)NCc3ccc4c(c3)OCO4)ccc21
  6	-11	-5	17	5	-14	6	0	-2
> COc1ccc(Cl)cc1-c1n[nH]c(=S)n1C1CCCCC1
  0	-11[20 µM]	-2	15	0	-8	-2	2	-8
> O=c1nc2ccccc2c(NS(=O)(=O)c2ccc(Cl)cc2)n1-c1ccccc1
  -7	-15	-3	9	7	1	3	2	-4
> O=C(COc1ccccc1C(=O)NCc1ccccn1)Nc1ccc(Br)cc1
  13	-25	-2	5	2	-9	0	7	-6
> COc1ccc(S(=O)(=O)N2CCOCC2)c(C)c1C
  7	-18[20 µM]	-4	18&7	-2	-20	6	0	-4
> CCOC(=O)C1(Cc2ccccc2C)CCCN(Cc2cn(C)nc2C)C1 (stereo unspecified)
  14	-10	6	7	-2	-10	0	11	3
> Cc1nn(Cc2ccccc2Cl)c(C)c1NC(=O)c1nc2ncccn2n1
  19	-11[20 µM]	4	3	-2	10	7	9	-7
> COC(=O)CNC(=O)CN1C(=O)N(c2cccc(Cl)c2)C(N(O)C(=O)Nc2cccc(Cl)c2)C1(C)C (stereo unspecified)
  4	-23[20 µM]	0	11	0	-5	-7	4	-3
> O=S(=O)(Nc1ccncc1Cl)c1cc(Cl)ccc1Cl
  5	-12	-3	3	6	-7	-7	2	10
> CC(C)C1CC(O)(C2(O)CCCCC2)ON1 (stereo unspecified)
  37	-2	0	13	-5	-14	-2	5	-14
> NC(=O)Nc1cc(Cl)ccc1Cl
  26	-11	2	10	4	-10	-5	-2	0
> CN1CCN(C(=O)c2c(O)c3cccc4c3n(c2=O)CCC4)CC1
  7	-4	-2	14	3	-4	-5	2	5
> CCCNC(=O)C(=O)NCc1ccccn1
  -4	-6	-3	6&8	1	5	-5	-1	9
> Nc1nc(CN2CCN(c3ccc(F)cc3)CC2)nc(N2CCCc3ccccc32)n1
  1	-18	0	5	0	-14	-4	2	3
> COC(=O)[C@@H]1C[C@@]2(O)[C@@H](O)[C@@H](O)[C@@H](O)C[C@H]2N1Cc1ccc(C(F)(F)F)cc1
  -5	-17	x	6	x	-7	-7	x	x
> O=C(NCc1ccc(F)cc1)C1CCN(C(=O)NCc2ccccc2)CC1
  15	-21[20 µM]	-2	11	5	-11	7	1	2
> CC1CCCN(C(=O)c2ccc3c(c2NCCO)C(=O)c2ccccc2C3=O)C1 (stereo unspecified)
  -6	-16[20 µM]	1	18	-7	17	-15	3	11
> Cc1cc2ccccc2c(=O)n1CC(=O)NCC(=O)N1CCCC1
  9	-17	1	3	-4	-8	-11	1	-4
> COc1ccc(NC(=S)NCCC2=CCCCC2)cc1OC
  -3	-17	0	2	1	0	-8	-1	-4
> CC(=O)c1c(N2CCOCC2)nc(=S)n(-c2ccc([N+](=O)[O-])cc2)c1C
  5	-20[20 µM]	-2	x	2	-7	-10	5	-3
> COc1cc(/C=N/NC(=O)/C(=C\c2ccc3c(c2)OCO3)NC(=O)c2ccccc2)ccc1O
  13	-19	-2	9	1	-6	-34	6	-9
> O=C(O)c1nn(CC(=O)N2CCN(S(=O)(=O)c3ccc(Cl)cc3)CC2)c(=O)c2ccccc12
  6	-22	-2	8	6	8	-7	-1	-4
> CCOc1ccc(OCC)c(NC(=O)CNS(=O)(=O)c2cccs2)c1
  7	-15	-5	4	-3	-9	-3	0	8
> COc1ccc(S(=O)(=O)Oc2ccc3c(c2)O/C(=C\c2cccnc2)C3=O)cc1
  -7	-15[20 µM]	-5	9	1	18	-19	-1	-5
> Cc1ccc(S(=O)(=O)NNC(=O)Nc2ccc(Cl)c(Cl)c2)cc1
  34	-31	6	20	-1	-13	-3	9	-1
> Oc1csc(Cc2nc(-c3ccc4ccccc4c3)cs2)n1
  7	-9[20 µM]	3	4	-1	-22	-18	9	-8
> O=C(Cc1ccccc1)NCC1COc2ccccc2O1 (stereo unspecified)
  x	-15[20 µM]	5	7	-2	x	4	10	-11
> CCc1ccccc1NC(=O)CSc1nnc(Cn2cnc3ccccc32)o1
  14	-17[20 µM]	-5	19	4	1	-3	-3	-12
> COc1ccc(S(=O)(=O)N(C)C)cc1NC(=O)COC(=O)c1nn(C)c(=O)c2ccccc12
  0	-28	1	8	-1	-3	-7	6	-9
> COc1cccc(C(=O)COC(=O)CCC(=O)NC2CCCCC2)c1
  12	-22	-4	5	1	-2	3	0	-6
> Cc1[nH]c2ccccc2c1C(=O)COC(=O)C(C)C
  -14	-10[20 µM]	-1	6	-1	2	-8	4	-3
> COc1cc(C(=O)Nc2ccc3c(c2)Cc2cc(NC(=O)c4cc(OC)c(OC)c(OC)c4)ccc2-3)cc(OC)c1OC
  12	-24	4	6	-4	2	-20	5	-9
> O=C1CCCc2c1[nH]c1ccccc21
  -3	-21	-6	8	4	-9	3	-2	-2
> O=C(OCC(=O)N1CCOCC1)c1c(Cl)ccc(Cl)c1Cl
  -1	-4	6	3	-8	1	11	3	-4
> O=C1NCCCC1C(=O)N/N=C/c1ccccc1[N+](=O)[O-] (stereo unspecified)
  3	-22	0	10	4	-4	-21	-4	-1
> CCC1(CC)NC(=O)N(CC(=O)OCC(=O)Nc2cc(C)ccc2C)C1=O
  -2	-12	1	11	-1	-7	4	1	-8
> CC(Sc1ccsc1[N+](=O)[O-])C(=O)NCc1ccco1 (stereo unspecified)
  4	-3	0	3	3	-13	-6	6	-3
> CC(C)Cc1nnc(NC(=O)CSc2nc(N)cc(=O)[nH]2)s1
  17	-11[20 µM]	0	7	-2	-5	-6	4	1
> CC(=O)N(C(C)=O)N1C(=O)c2cccc3c(N4CCOCC4)ccc(c23)C1=O
  16	-18	-3	6	3	-47	-7	6	-9
> O=C(c1ccc2c(c1)OCO2)N1CCNc2ccccc2C1
  8	-15[20 µM]	-3	10	1	-16	5	3	-5
> COc1ccc(C2c3c(oc4ccc(Cl)cc4c3=O)C(=O)N2CCN2CCOCC2)cc1 (stereo unspecified)
  12	-15	-1	10	1	-9	-21	-4	-3
> CNC(=O)COC(=O)c1cc2c(s1)CCCC2
  4	-11	6	5	-2	2	6	13	-4
> CSc1nc2c(C)c(C)c(C)c(C)c2[nH]1
  11	-9	-4	14	8	-4	-13	-1	7
> CN(C)S(=O)(=O)c1ccc(NC(=O)c2c(F)cccc2Cl)cc1
  6	-21[20 µM]	-3	10	2	-13	-1	8	6
> O=C(c1cccc(Cl)c1)N(Cc1cccs1)C1CCS(=O)(=O)C1 (stereo unspecified)
  8	-5	1	10	-8	2	-2	2	-12
> c1ccc(Cc2nnc3n2N=C(c2ccccc2)CS3)cc1
  15	-19	-3	14	5	-1	-2	-2	-3
> CCN(CC)c1ccc(/C=N/NC(=O)CNC(=O)c2ccccn2)cc1
  x	-19	4	11	-5	-2	-32	9	-9
> O=C(N/N=C/c1ccc(N2CCCCC2)o1)c1ccccc1[N+](=O)[O-]
  19	-31	1	5	3	-12	-10	6	-8
> C[C@@H](C(=O)O)[C@H]1C[C@]1(C)[C@H](NC(=O)OCc1ccccc1)c1ccccc1
  32	-15	-7	13	5	8	4	4	-5
> Cc1ccc(NC(=O)c2cc(C)on2)cc1
  17	-23	1	17	-2	-3	-1	1	-10
> Cc1ccc(N(CC(=O)NC(C)c2ccccc2)S(=O)(=O)c2cccs2)cc1 (stereo unspecified)
  -9	-19[20 µM]	-1	6	-2	-13	2	2	-4
> COc1cc(OC)cc(C(=O)N2CCC(N3CCN(c4ccccc4OC)CC3)CC2)c1
  11	-18	-1	9	-1	-12	-6	3	-2
> CCOC(=O)c1cc(NC(=O)c2c(C)noc2C)cc(C(=O)OCC)c1
  15	-16[20 µM]	0	11	0	-5	1	2	0
> CCOc1cccc(NC(=O)C2CCCN(S(=O)(=O)c3ccc(-n4cnnn4)cc3)C2)c1 (stereo unspecified)
  -5	-13	2	9	5	-1	29	3	-10
> C=CCNc1nc2ccccc2c(=O)[nH]1
  -4	-24	-1	2	11	1	-3	0	9
> O=C(Nc1ccc2nsnc2c1)N1CCCCCC1
  0	-5[20 µM]	4	15	-5	0	-19	7	-4
> O=c1[nH]nc(SCc2nc3ccccc3s2)n1C1CC1
  -4	-24	-1	2	1	-3	0	4	-5
> CCN(CC)C(=O)CN(c1cc2c(cc1OC)oc1ccccc12)S(=O)(=O)c1ccccc1
  -8[5 µM]	-15[20 µM]	3	12	-2	-25	-9	5	0

New compounds follow:
Values run as follows: PPC-1+TRAIL kill	Furin inh	Ba/F3 V617F tox	EP2 antag	p97 ATPase inh	NCF1 inh	TbHK1 inh	BaF3 parental	RBBP9 inhibitor
> CCOc1cc(C(c2c(C)[nH][nH]c2=O)c2c(C)[nH][nH]c2=O)ccc1OCc1ccc([N+](=O)[O-])cc1
  9	-4[20 µM]	-4	9	4	18	4	3	5
> O=C(COC(=O)C12CC3CC(CC(C3)C1)C2)NC12CC3CC(CC(C3)C1)C2
  15	-22[20 µM]	-3	15	-4	-20	2	0	-10
> O=C(CN1CCc2ccccc2C1)NCC(=O)Nc1ccc(F)cc1
  5	-29	-4	7	5	-11	0	-1	1
> C/C(=N/NC(=O)c1cccnc1)C1=C(O)CC(C)(C)CC1=O
  22	-7	3	1	-2	0	-2	4	-1
> Cc1ccc(CSc2nnc(SCC(=O)N/N=C/c3ccccc3OCC(=O)O)s2)cc1
  26	-12	-3	5	-2	-21	-13	3	-3
> CCOC(=O)c1c2ccc(OCC(=O)NN)cc2n2ccccc12
  19	-17	0	9	5	-16	0	6	-1
> COc1ccc2oc(C(F)(F)C(F)F)cc(=O)c2c1
  -1	-6[20 µM]	-5	15	6	2	-11	-2	3
> O=C(NC(=O)c1cc(OCC(F)(F)F)ccc1OCC(F)(F)F)Nc1ccccc1
  -8	-18	1	7	-3	-5	-12	-4	-3
> COc1ccc(Br)cc1CNC(=O)C1CCC(=O)N1C(C)C (stereo unspecified)
  x	-27	-4	6	0	x	-6	3	-4
> Cc1ccc(OCc2nnc(SCC(=O)Nc3cccc4ccccc34)n2-c2ccccc2)cc1
  16	-4[20 µM]	-2	x	1	-11	11	2	-1
> Cc1cc(=O)n(-c2ccc(Cl)cc2)c(=O)[nH]1
  -4	-21	0	2	4	3	2	1	0
> O=C(O)Cc1ccc(NC(=O)Nc2ccc(Br)cc2)cc1
  27	-4	0	7	6	-4	4	11	-3
> Cc1ccc(-c2ccc(=O)n(CC(=O)NCCN3CCCCC3C)n2)cc1 (stereo unspecified)
  13	-21	-1	11	0	-8	-2	4	-9
> Cc1[nH]nc(Nc2ccc(O)cc2)c1[N+](=O)[O-]
  x	-12	-1	9	3	11	-13	10	0
> Cc1nn(-c2ccccc2)nc1CNC(=O)C1CC1
  0	-17	-4	16	9	3	0	3	7
> Cc1[nH]n(-c2ccccc2)c(=O)c1N=Nc1ccc2c(c1)OCO2
  13	-26	1	7	3	-39	-2	8	1
> Cc1cc(=O)[nH]c(SCC(=O)Nc2ccccc2[N+](=O)[O-])n1
  -11	-11	-3	5	4	-2	-15	-2	-3

A portion of the library (hit frequency here may not be typical).
